Vif-APOBEC3F blk = inhibitors of Vif-A3F interaction; HeLa A3F-eYFP + Vif (tagged APOBEC3F with the HIV-1 protein that degrades it), YFP fluorescence increase; Potency, µM (titrated, usually from 46.1 µM), for the others: at the top dose activity, negative = active; 0.2% of 390,000 active; AID 602313; further: potency means the concentration at half of the fitted maximal effect; % of control where 0% means no effect; nearly all actives have a fitted effect of over 65% in size
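HeLa cells stably expressing A3F-eYFP plus Vif, plated and incubated overnight at 37 deg C, then exposed to compounds overnight at 37 deg C. Blocked degradation read as raised yellow fluorescence (Ex 488/Em 500-530).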
RXFP1 ag = RXFP1 (human) receptor agonism | Q9HBX9 | HEK293T-RXFP1 cAMP TR-FRET, 30 min; response scale: percent of porcine relaxin response, buffer zero | Potency, µM (titrated, usually from 57.5 µM), inactives show at the top dose activation, actives largely listed as activators | 0.3% of 370,000 active | AID 2676; further: potency means the concentration at half of the fitted maximal effect; on the % scale 0 is the no-effect control and ±100 the full control effect; nearly all actives have a fitted effect of over 60% in size; many of its hits are not listed in these tables
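HEK293 cells stably expressing RXFP1, treated 30 min at 37C with compounds plus PDE4 inhibitor Ro 20174; cAMP measured by HTRF TR-FRET. Normalized to buffer and 29 nM porcine relaxin; EC50 by Hill fit.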
GRP78 ERSR act = induces the endoplasmic reticulum stress response in human glioma cells | U87-MG GRP78 promoter luciferase reporter, 16 h | Potency, µM, for the others: at the top dose activation, most hits filed as activators | 0.02% of 420,000 active; further: potency means the concentration at half of the fitted maximal effect; series mostly up to about 76 µM; % of control where 0% means no effect; nearly all actives have a fitted effect of over 35% in size
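Stably transfected U87-MG human glioma cells carrying a GRP78-based luminescent sensor were seeded at 1000 cells/well, pin-dosed with compounds and incubated 16 h. Luciferase reagent was then added, and end-point luminescence was read after 10 min at room temperature.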
D2 potentiator = positive allosteric modulators of human D2 dopamine receptor; P14416; HEK293 T-REx D2, calcium flux, EC20 dopamine potentiation; potentiation, % at 10 µM; 0.34% of 340,000 active;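 active means potentiation over 3 SD above the plate norm, cut at about 30% in these data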; further: 0% is about no effect
Target sequence (P14416 whole entry, looked up): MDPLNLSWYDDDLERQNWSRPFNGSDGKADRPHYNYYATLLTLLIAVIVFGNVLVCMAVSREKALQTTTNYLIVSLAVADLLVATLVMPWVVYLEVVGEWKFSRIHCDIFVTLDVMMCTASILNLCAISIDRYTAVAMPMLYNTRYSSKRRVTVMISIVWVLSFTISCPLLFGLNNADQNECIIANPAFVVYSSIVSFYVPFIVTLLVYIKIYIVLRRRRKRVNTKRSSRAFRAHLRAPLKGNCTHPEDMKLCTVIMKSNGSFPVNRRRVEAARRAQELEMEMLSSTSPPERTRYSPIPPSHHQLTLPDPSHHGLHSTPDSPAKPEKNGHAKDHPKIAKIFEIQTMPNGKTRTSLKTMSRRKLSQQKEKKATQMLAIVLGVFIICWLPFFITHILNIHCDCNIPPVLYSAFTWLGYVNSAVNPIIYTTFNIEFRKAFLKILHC
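Cells plated with tetracycline inducer and held overnight at 30 C; calcium dye loaded 30–90 min at room temperature; baseline taken, compound added and read 180 s; EC20 dopamine then added and read 180 s.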
D1 antagonist = human D1 dopamine receptor antagonism | activity change, negative = inhibition, % at 10 µM | P21728 | AID 504652 | HEK293 TREx D1 cells, calcium flux, dopamine EC80; stronger effect = lower value | 3.2% of 360,000 active; in the data active means activity change below about -30%; further: on the % scale 0 is the no-effect control and ±100 the full control effect
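Allosteric or orthosteric antagonism assessed as attenuation of the calcium response to EC80 dopamine, added 180 s after compound, in induced HEK293 Trex D1 cells loaded with no-wash calcium dye.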
D1 agonist = activates the human D1 dopamine receptor; HEK293 T-REx D1 cells, calcium flux, agonist mode; activation, % at 2 µM; 1% of 360,000 active; AID 504660; in the data active means activation above about 30%; further: 0% is about no effect
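Inducible HEK293 T-REx D1 cells, force-coupled to calcium signalling, were plated at 4000 cells/well with tetracycline and held overnight at 30 C. After no-wash calcium dye loading, compound-evoked calcium rise over 180 s flagged agonists.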
D1 PAM = potentiators of human D1 dopamine receptor | HEK293 TREx D1 cells, calcium flux, dopamine EC20 potentiation | AID 504651 | potentiation, % at 10 µM | 0.036% of 360,000 active; in the data active means potentiation above about 30%; further: 0% is about no effect
Vif-A3G inh = blocks the Vif interaction with human APOBEC3G. Potency, µM (highest dose often 46.1 µM), for the others: at the highest dose activity, negative = active, most hits filed as inhibitors. 0.076% of 410,000 active. HeLa A3G-eYFP + Vif (tagged APOBEC3G with the HIV-1 protein that degrades it), YFP fluorescence, overnight. Q9HC16. AID 602310;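 further: potency means the concentration at half of the fitted maximal effect; on the % scale 0 is the no-effect control and ±100 the full control effect; nearly all actives have a fitted effect of over 60% in size; hits raise eYFP signal because A3G escapes Vif-driven loss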
Target sequence (Q9HC16 whole entry, looked up): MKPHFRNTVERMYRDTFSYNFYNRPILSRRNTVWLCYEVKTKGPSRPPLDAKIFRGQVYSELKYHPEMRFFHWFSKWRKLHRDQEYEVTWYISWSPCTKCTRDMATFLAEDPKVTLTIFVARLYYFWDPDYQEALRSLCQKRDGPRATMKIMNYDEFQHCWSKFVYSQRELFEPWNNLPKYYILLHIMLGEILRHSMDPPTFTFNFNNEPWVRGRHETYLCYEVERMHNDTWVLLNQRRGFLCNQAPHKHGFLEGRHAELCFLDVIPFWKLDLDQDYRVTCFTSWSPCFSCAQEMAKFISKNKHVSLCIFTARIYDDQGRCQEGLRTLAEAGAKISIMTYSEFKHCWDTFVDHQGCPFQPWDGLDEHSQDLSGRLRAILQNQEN
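Read-out is eYFP fluorescence (Ex 488/Em 500-530) from Vif-expressing HeLa A3G-eYFP cells; more signal means A3G escaped Vif-mediated degradation. Cells plated overnight, compound pinned in, incubated overnight at 37 deg C.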
RXFP1 antag = RXFP1 (human) relaxin receptor antagonism; Q9HBX9; HEK293-RXFP1, relaxin-stimulated cAMP HTRF, 30 min; stronger effect = lower value; activity change, negative = inhibition, % at 57.5 µM; 0.59% of 350,000 active; AID 1259400;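 active means activity change of -60% or lower, but not beyond a set lower limit; inconclusive means change between -60% and -40%, or beyond the set limit; inactive means change above -40%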; further: on the % scale 0 is the no-effect control and ±100 the full control effect
An asterisk follows results filed as active; ? = inconclusive; . = no result given; & = joins results of further samples. Unless noted, the call rests on the fitted dose curve; in most records, active means well fitted curve in the direction sought with a large enough effect; inconclusive means small, poorly fitted or top-dose-only effect, or another doubt; inactive means no such curve, though single readings can be large; an effect the other way counts as inactive or inconclusive.

SMILES	Vif-APOBEC3F blk	RXFP1 ag	GRP78 ERSR act	D2 potentiator	D1 antagonist	D1 agonist	D1 PAM	Vif-A3G inh	RXFP1 antag
CC(C)S(=O)(=O)c1cnc(-c2cccnc2)nc1N	2%	-2.4%	-4%	-4	-1	1	4	-8%	-5
CCOC(=O)CC1(C)NC(=O)c2c(C)sc(C(=O)OCC)c2N1 (configuration not stated)	5%	-1.4%	-4%	7	12	4	0	-4%	.
COc1ccc2oc(=Nc3ccc(C(=O)O)cc3)c(C(=O)NCc3ccco3)cc2c1	-4%	1.8%	-2%	-1	-6	0	-3	1%	2
Cc1cc2c(c(=O)n1Cc1cccnc1)C(c1ccc(F)cc1)C(C#N)=C(N)O2 (configuration not stated)	5%	1.9%	0%	-10	-19	1	2	1%	-10
NC(=O)c1ccsc1NC(=O)COC(=O)C1CCCN1C(=O)c1cccs1 (configuration not stated)	-2%	2.3%	-4%	-2	-13	3	-9	6%	5
CCC/C=C/c1ccc(CN2C(C)C(=O)N(Cc3cn(CCC4OCCCO4)nn3)CCS2(=O)=O)cc1 (configuration not stated)	0%	.	-1%	.	.	.	.	2%	-10
COc1cc(OC)c(N(C)S(=O)(=O)c2cccc(C(=O)OCC(=O)N(C)C3CCCCC3)c2)cc1Cl	-6%	.	-3%	.	.	.	.	-6%	4
Fc1ccc(OCc2nn3c(Cn4nnc5ccccc54)nnc3s2)cc1	-4%	2.7%	-5%	6	-17	2	4	0%	3
CSc1ncc2c(n1)-c1ccccc1N(Cc1ccc(F)cc1)S2(=O)=O	-8%	8.2%	-3%	.	4	3	-3	0%	-3
Cc1ccc(CCNC(=O)c2ccc3nc(N4CCC(C)CC4)sc3c2)cc1	8%	0.0%	-1%	1	-9	-2	0	-3%	.
COc1cc(Cl)c(C)cc1NC(=O)CCc1nc2cccnc2n1-c1ccccc1	-24%	4.4%	-4%	-2	8	0	-1	-2%	-12
COc1ccc(N(C(C)C(=O)N/N=C/c2cc(Br)c(C)o2)S(C)(=O)=O)cc1 (configuration not stated)	0%	-0.3%	-3%	-1	-5	0	0	-1%	-8
Cc1ccc(NC(=O)CC2C(=O)N(Cc3ccccc3)C(=S)N2NC(=O)c2cccc(F)c2)c(C)c1 (configuration not stated)	5%	-2.4%	-2%	-12	-5	2	-4	1%	.
c1cc(CNC2=NCCCCC2)ccn1	-5%	-0.5%	-5%	15	-2	1	-4	-1%	-6
COc1ccc(NC(=O)C/C(C)=N/NC(=O)c2cnccn2)c(OC)c1	1%	-1.2%	-2%	.	-6	2	-1	0%	-15
CCC(=O)N1CCc2cc(CNS(=O)(=O)c3cccs3)ccc21	6%	7.4%	0%	-8	6	26	-2	0%	2
C/C(=N\NC(=O)c1cc(-c2ccc(Br)s2)[nH]n1)c1ccncc1	-1%	-4.8%	-2%	5	0	3	-1	-10%	-12
CCOC(=O)c1ccc(S(=O)(=O)N2CCN(CC3CC=CCC3)CC2)cc1 (configuration not stated)	-2%	0.9%	-6%	-11	-14	1	-7	-5%	-7
COc1cc(/C=C/C(=O)OCC(=O)NCCN2C(=O)CSC2=O)ccc1OC(F)F	22%	-1.0%	-3%	10	-9	1	-11	4%	4
O=C(CS(=O)(=O)c1c[nH]c2ccccc12)N1CCCCC1	-5%	0.3%	4%	3	4	2	-3	-4%	7
Cc1ccc(S(=O)(=O)NC(=O)NC(C)(C)C)cc1	.	0.7%	-4%	-1	-11	1	-8	-1%	-8
O=S(=O)(Nc1n[nH]c(C(F)(F)F)n1)c1ccccc1	?	-4.6%	-3%	-1	4	1	-5	-1%	8
CCOc1ccc(C(C(=O)NC(C)(C)C)N(CCOC)C(=O)CCC(=O)Nc2nccs2)cc1 (configuration not stated)	-10%	0.3%	-3%	.	15	1	-3	3%	-5
Nc1c(N(Cc2ccco2)C(=O)COc2ccccc2)c(=O)[nH]c(=O)n1Cc1ccccc1	4%	0.2%	-6%	-5	4	0	2	-5%	3
O=C(Nc1cccc(S(=O)(=O)N2CCOCC2)c1)c1cccc(S(=O)(=O)N2CCCC2)c1	0%	0.1%	-5%	-6	-6	5	-4	-5%	2
(continued)
SMILES	Vif-APOBEC3F blk	RXFP1 ag	GRP78 ERSR act	D2 potentiator	D1 antagonist	D1 agonist	D1 PAM	Vif-A3G inh	RXFP1 antag
O=C(NCc1ccccn1)c1ccc(CNS(=O)(=O)c2ccc(F)cc2)cc1	1%	0.7%	-1%	-8	35	5	-1	-2%	-5
COc1ccc(N2C(=O)CC(Nc3ccc(N4CCOCC4)cc3)C2=O)c(OC)c1 (configuration not stated)	-4%	1.8%	-3%	2	-19	3	-3	2%	2
CN(Cc1ccc(F)cc1)C(=O)CNC(=O)c1ccc2c(c1)OCO2	9%	1.4%	-1%	-9	-1	2	-11	3%	-15
CCN(CC(=O)Nc1c(F)cccc1F)C(=O)Cc1cccs1	1%	.	-2%	.	.	.	.	3%	8
COCCNC(=O)CN(C(=O)Cn1nnc2ccccc21)c1ccccc1C	2%	0.5%	-1%	5	-14	1	3	4%	-2
CCOc1cc(C(=O)NC(C)C2CCCO2)cc(OCC)c1OCC (configuration not stated)	-4%	-1.2%	-4%	-5	-4	1	2	1%	-5
Cc1ccc2nc(NC(=O)CSc3nnc(C)c(=O)n3N)sc2c1	-11%	1.9%	0%	12	3	5	-6	2%	-7
O=S(=O)(c1ccccc1)c1nnn2c1nc(Nc1ccccc1)c1cc(Cl)ccc12	-15%	22%	-3%	0	3	0	-3	-1%	-4
Cc1ccc(NS(=O)(=O)c2ccc(C(=O)NCCCN3CCCC3=O)cc2)cc1	?	-0.8%	-4%	4	-2	3	-9	-1%	-6
COCCCNC(=S)NNC(=O)c1ccc(S(=O)(=O)N2CCC(C)CC2)cc1	-1%	2.0%	-2%	2	-24	0	-7	-7%	-28
COC(=O)c1c(NC(=O)c2ccccc2C(=O)O)sc2c1CCC2	2%	-0.9%	-1%	3	-5	1	-7	-6%	-7
CCOC(=O)C1CCN(c2cc3c(cc2NC(=O)c2ccc(OC)c(OC)c2)n(C)c(=O)n3C)CC1	0%&3%	2.0%&5.7%	1%&-5%	-2&4	-10&1	1&0	2&-1	-3%&-2%	2&-10
Cc1nnc(NS(=O)(=O)c2ccc(Br)cc2)s1	-9%	-0.5%	-2%	5	18	3	1	0%	5
CS(=O)(=O)c1cccc(NC(=O)CSc2nnc3n2CCCCC3)c1	3%	-2.3%	-1%	15	-2	2	-6	0%	5
CCOC(=O)CC(NCc1ccc(OC)c(OCC)c1)c1ccc(C)cc1 (configuration not stated)	1%	2.3%	-5%	-20	-7	25	6	-2%	?
O=C(Nc1ccc(N2CCOCC2)c(F)c1)c1cccs1	-6%	-4.0%	10%	-6	-38*	0	-7	1%	3
COc1cc(C(C(=O)NC2CCCC2)N(C(=O)c2snc(C(N)=O)c2N)c2ccccc2)cc(OC)c1OC (configuration not stated)	2%	-0.2%	-4%	4	-14	7	-1	1%	-8
CCOc1ccccc1NC(=O)N1CCC(NC(=O)c2cccc(C)c2)CC1	3%	-0.7%	8%	7	-5	3	4	0%	8
CCOC(=O)Cn1nc(C)c(NC(=O)COc2ccc([N+](=O)[O-])c(C)c2)c1C	4%	3.1%	-3%	-4	0	3	-4	0%	2
Cc1ccccc1/C=C1\C(=O)Nc2ccc(F)cc21	-6%	1.1%	2%	5	-4	0	-8	-10%	-7
CCCn1c(NCc2cccc(OC)c2OC)nc2ccccc21	.	0.1%	0%	1	-18	2	-4	0%	-3
Cc1ccc(NC(=O)CSc2nc(-c3ccco3)cc(C(F)(F)F)n2)cc1C	2%&-24%	-0.6%&-2.4%	-5%&-5%	3&0	-12&-1	4&5	-3&-1	?	-2&4
O=C(NC(=S)Nc1ccc(S(=O)(=O)N2CCCC2)cc1)C1CC1	4%	-0.7%	-1%	-11	-14	3	-2	0%	0
COc1ccc(N=C2C(=Nc3ccc(OC)cc3)N(c3ccc(OC)cc3)C(=S)N2C(=O)c2ccc(OC)cc2)cc1	-4%	1.3%	13%	-1	-3	1	0	0%	7
CCc1nccn1S(=O)(=O)c1cc(OC)c(Cl)cc1OC	8%	4.2%	-3%	-1	21	0	-2	-4%	7
Going on with the list.
SMILES	Vif-APOBEC3F blk	RXFP1 ag	GRP78 ERSR act	D2 potentiator	D1 antagonist	D1 agonist	D1 PAM	Vif-A3G inh	RXFP1 antag
N#Cc1cc([N+](=O)[O-])ccc1NC(=O)COC(=O)CCC1CCCCC1	.	-1.1%	.	7	0	0	1	.	.
Cc1nc(CS(=O)(=O)c2ccccc2)cc(N2CCN(c3ccccc3F)CC2)n1	5%	0.0%	10%	.	-2	1	-1	-2%	-6
Cc1cc(C)c2c(CC(=O)NN(C)C)coc2c1	13%	1.1%	-3%	-10	0	1	-6	1%	0
Cc1ccc(NC(=O)Cn2nnc(-c3nc(-c4ccc(Cl)cc4)no3)c2N)cc1C	4%	2.0%	-2%	7	13	0	-1	2%	-6
COc1ccc(/C=N/NC(=S)Nc2ccccc2)cc1COc1ccc(F)cc1F	12%	4.8%	-4%	6	-3	1	0	-6%	-10
COc1cc(OC)cc(C(=O)NCCN2C(=O)S/C(=C\c3cccs3)C2=O)c1	3%	-3.4%	-6%	4	-6	17	-4	0%	0
CCOC(=O)c1sc(=NC(=O)c2cccc(OC)c2)n(C)c1C	1%	3.1%	10%	-7	-10	1	2	-5%	-6
O=C(NC1CCCCC1)NC1CCN(CC(=O)N2CCOCC2)CC1	-7%	0.9%	-6%	-9	2	3	-1	2%	10
COc1ccc(C)cc1NC(=O)CCNS(=O)(=O)c1ccc2c(c1)CC(C)N2C(C)=O (configuration not stated)	2%	1.5%	5%	-2	-6	1	-17	0%	11
Cc1cc(C)n(CCc2nc(-c3cccs3)cs2)n1	-7%	0.4%	2%	-2	-2	0	1	2%	-3

Given as a markdown table: entries from further up.
| molecule | Vif-APOBEC3F blk | RXFP1 ag | GRP78 ERSR act | D2 potentiator | D1 antagonist | D1 agonist | D1 PAM | Vif-A3G inh | RXFP1 antag |
| --- | --- | --- | --- | --- | --- | --- | --- | --- | --- |
| CCc1nccn1S(=O)(=O)c1cc(OC)c(Cl)cc1OC | 8% | 4.2% | -3% | -1 | 21 | 0 | -2 | -4% | 7 |
| N#Cc1cc([N+](=O)[O-])ccc1NC(=O)COC(=O)CCC1CCCCC1 | . | -1.1% | . | 7 | 0 | 0 | 1 | . | . |

Bioassay records deposited in PubChem by National Center for Advancing Translational Sciences (NCATS).

This is a subset, so the mix of outcomes need not match the whole.
